Shn3 inh set2: reduction of Shn3 3'UTR firefly luciferase signal, primary screen, Schnurri-3 inhibitor project, cell-based, Clone20 osteoblasts, set 2; inhibition, % at 12.5 µM; AID 588674, 2011; 360,000 tested, 0.52% active; Clone20 osteoblast Shn3 3'UTR firefly luciferase, 24 h;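 active = mean inhibition of at least 75% with every replicate also reaching 75%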;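 also: 0% = median of neutral control wells and 100% = pilot-screen positive control compound; some compounds past the cut are filed as inactive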
KKLEB cytotox: cytotoxicity in KKLEB CF airway cells, primary screen, cytotoxicity control for CF NF-kB inhibitor project, cell-based, uHTS, fluorescence assay plates | KKLEB CF airway cells viability, ATPlite luminescence, overnight; stronger effect = lower value; cells stimulated with P. aeruginosa culture filtrate | activity change (cytotoxicity), % at 5 µM | 360,000 tested, 0.36% active | AID 602141, 2011;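 active = corrected activity change at or below -50% at 5 µM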
TWEAK Fn14 block: inhibitors of TWEAK-Fn14 signaling, primary screen, luciferase reporter cells, uHTS | TWEAK-stimulated Fn14 reporter cells, luciferase luminescence, 8 h | inhibition, % at 10 µM | 360,000 tested, 2% active | AID 1159606, 2016; in the data active = inhibition above about 50%
NR5A2 inv ag: LRH-1 (NR5A2) inverse agonists, primary screen, cell-based, luminescence, HEK293T, StAR-luciferase reporter. LRH-1 transfected, 24 h. inhibition, % at 3.6 µM. 360,000 tested, 0.13% active;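 active = inhibition above the mean inhibition of all tested compounds plus 3 SD, cut at about 73% in these data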;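 also: 0% = DMSO wells and 100% = reporter-only cells lacking LRH-1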
Target sequence (O00482 whole entry, looked up): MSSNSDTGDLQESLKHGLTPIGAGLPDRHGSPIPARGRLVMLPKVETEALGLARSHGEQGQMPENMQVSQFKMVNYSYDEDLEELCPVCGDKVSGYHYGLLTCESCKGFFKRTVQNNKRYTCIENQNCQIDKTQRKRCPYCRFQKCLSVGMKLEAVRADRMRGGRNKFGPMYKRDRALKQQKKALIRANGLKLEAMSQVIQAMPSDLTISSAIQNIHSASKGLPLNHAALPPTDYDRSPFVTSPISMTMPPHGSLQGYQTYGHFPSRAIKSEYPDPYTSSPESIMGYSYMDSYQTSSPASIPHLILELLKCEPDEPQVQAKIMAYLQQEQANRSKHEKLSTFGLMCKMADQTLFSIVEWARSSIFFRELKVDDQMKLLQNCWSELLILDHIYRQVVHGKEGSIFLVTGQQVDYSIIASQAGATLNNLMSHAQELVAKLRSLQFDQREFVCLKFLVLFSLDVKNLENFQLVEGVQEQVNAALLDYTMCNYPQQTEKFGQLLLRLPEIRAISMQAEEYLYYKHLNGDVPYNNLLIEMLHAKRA
C8 TRAIL sens: viability loss with TRAIL in NB7+C8 cells, primary screen, TRAIL sensitizer project, cell-based, ATPlite luminescence; 360,000 tested, 1% active; inhibition (viability loss, TRAIL sensitization), % at 10 µM; AID 624354, 2012;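 active = compounds causing at least 50% loss of cell viability in the single-dose screen, relative to plate controls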
NCOA3 inh: SRC3 coactivator transcriptional activity inhibitors, primary screen, cell-based, luminescence; HEK293 GAL4-SRC3 luciferase reporter; inhibition, % at 3.6 µM; 360,000 tested, 0.17% active;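 active = inhibition above a per-campaign cutoff, the mean of all compounds plus 3 SD, cut at about 60% in these data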;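 also: 0% = DMSO-treated cells and 100% = gossypol-treated cells at 36 µM; higher means less SRC3-driven luciferase light from the GAL4 reporter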
NR2F2 inh: NR2F2 transcriptional activity inhibitors, primary screen, cell-based, luciferase reporter, HEK293T, luminescence; COUP transcription factor 2 (Homo sapiens), P24468; 370,000 tested, 0.7% active; inhibition, % at 8.6 µM; HEK293T NGFI-A luciferase reporter;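 active = inhibition above a per-plate cutoff, mean inhibition of test wells between control levels plus 3 SD, cut at about 38% in these data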;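 also: cells cotransfected with COUP-TFII expression vector driving the NGFI-A reporter; 0% = median of COUP-TF2 test wells and 100% = reporter-only cells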
Target sequence (P24468 whole entry, looked up): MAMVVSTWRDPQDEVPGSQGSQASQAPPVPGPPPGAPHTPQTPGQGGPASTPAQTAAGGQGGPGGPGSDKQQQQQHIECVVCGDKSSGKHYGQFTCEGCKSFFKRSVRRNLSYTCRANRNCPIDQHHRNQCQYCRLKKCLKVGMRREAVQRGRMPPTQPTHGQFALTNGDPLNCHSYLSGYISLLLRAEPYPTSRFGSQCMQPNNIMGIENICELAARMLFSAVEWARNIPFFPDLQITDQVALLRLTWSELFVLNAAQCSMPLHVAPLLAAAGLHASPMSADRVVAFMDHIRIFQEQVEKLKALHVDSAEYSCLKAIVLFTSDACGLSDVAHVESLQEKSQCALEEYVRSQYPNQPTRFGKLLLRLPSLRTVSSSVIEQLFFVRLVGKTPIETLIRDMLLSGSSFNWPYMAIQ
TROY NFkB inh: inhibitors of TROY-driven NF-kB signaling, primary screen, Q293 LMP1-TROYcd cells, NF-kB luciferase, uHTS. 360,000 tested, 0.98% active. Q293 LMP1-TROYcd NF-kB luciferase reporter, 4 h. inhibition, % at 10 µM;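 active = compounds whose plate-normalised and pattern-corrected inhibition of the luciferase reporter signal at the single screening dose is 50% or more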
LMP1 NFkB inh: EBV LMP1-driven NF-kappaB luciferase reporter inhibitors, primary screen, cell-based, luminescence, single point; LMP1-induced NF-kappaB luciferase reporter cells; inhibition, % at 12.5 µM; 350,000 tested, 0.69% active; AID 504558, 2011; in the data active = inhibition above about 41%;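 also: 0% = neutral control wells and 100% = reference inhibitor control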
CF NFkB inh: inhibitors of PAF-induced NF-kB signaling, primary screen, cell-based, GFP fluorescence, uHTS; inhibition, % at 5 µM; KKLEB NF-kB-GFP reporter, GFP fluorescence overnight; 360,000 tested, 0.86% active;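 active = at least 50% inhibition at 5 µM, scaled per plate between neutral and stimulator controls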;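 also: PAF is a Pseudomonas aeruginosa culture filtrate used as stimulus; plate controls were PAF-stimulated DMSO wells for no effect and unstimulated DMSO wells for full effect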
NCOA1 inh: SRC1 coactivator transcriptional activity inhibitors, primary screen, cell-based, luminescence; Nuclear receptor coactivator 1 (Homo sapiens), Q15788; HEK293 GAL4-SRC1 luciferase reporter; inhibition, % at 3.6 µM; 360,000 tested, 0.12% active; AID 588354, 2011;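 active = inhibition above the campaign mean plus 3 SD, with each screening campaign given its own cutoff, cut at about 60% in these data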;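 also: 0% = DMSO treated cells and 100% = gossypol at 36 µM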
Numbers without * were called inactive; . = no result given. The list is partial; rates above refer to the full screens.

(1) CCCCCCc1c(O)nc(SCC(=O)O)[nH]c1=O
(2) CCOC(=O)Cn1nc(-c2ccccc2)c2cnc3ccc(C)cc3c21
(3) COc1ccc(CNC(=O)COc2cc(O)c3c(c2)OC(C)(C)CC3=O)c(OC)c1
(4) CCCS(=O)(=O)NC(=O)C1(C)CCN(C(=O)c2cc(C(C)(C)C)nn2C)C1 (stereo unspecified)
(5) COc1cccc(C2NC(c3cccc(OC)c3O)C(C)C(=O)C2C)c1O (stereo unspecified)
(6) CC(C)(C)OC(=O)CN1C(=O)NC(Cc2c[nH]c3ccccc23)C1=O (stereo unspecified)
Compound	1	2	3	4	5	6
NR5A2 inv ag	16	15	-4	4	-1	-10
TWEAK Fn14 block	0	18	9	11	-33	5
CF NFkB inh	-2	4	1	-32	10	-8
C8 TRAIL sens	15	-6	-5	21	-21	4
NR2F2 inh	21	4	15	-6	-15	7
Shn3 inh set2	1	48	11	14	4	9
NCOA3 inh	-1	-1	-7	-8	-25	-8
KKLEB cytotox	11	14	2	8	-18	6
LMP1 NFkB inh	1	-6	4	.	-1	-6
NCOA1 inh	-35	8	-27	2	0	10
TROY NFkB inh	0	7	-2	5	5	8

(7) CC1(C)Cc2c(sc(NC(=O)COc3ccc(Cl)cc3)c2C#N)C(C)(C)N1
(8) COC(=O)C1=C(C(=O)OC)[C@]2([C@H]3CC=CCN[C@@H](Cc4ccccc4)C(=O)N3Cc3ccccc3)C=C[C@H]1O2
(9) CC(NC(=S)NC(=O)c1ccccc1)c1ccccc1 (stereo unspecified)
(10) O=C(CN1CCCC(O)C1)N1c2ccccc2Sc2ccc(C(F)(F)F)cc21 (stereo unspecified)
(11) CN(CCC#N)C(=O)COC(=O)c1ccccc1OCc1ccccc1Cl
(12) CCC(=O)N1CCC1(C)C(=O)Nc1ccccc1 (stereo unspecified)
Compound	7	8	9	10	11	12
NR5A2 inv ag	-13	-2	17	18	3	-1
TWEAK Fn14 block	101*	32	-2	-22	3	-5
CF NFkB inh	9	20	9	14	-1	2
C8 TRAIL sens	-6	8	6	-8	-2	-12
NR2F2 inh	.	13	12	11	8	-6
Shn3 inh set2	-16	18	2	8	8	-11
NCOA3 inh	-16	-1	1	7	1	-9
KKLEB cytotox	-2	-22	-10	-3	5	13
LMP1 NFkB inh	-10	4	-20	-3	-5	.
NCOA1 inh	-14	4	4	5	-22	2
TROY NFkB inh	-21	5	-44	-14	2	1

Complete entries as entered above. Values in the order: NR5A2 inv ag, TWEAK Fn14 block, CF NFkB inh, C8 TRAIL sens, NR2F2 inh, Shn3 inh set2, NCOA3 inh, KKLEB cytotox, LMP1 NFkB inh, NCOA1 inh, TROY NFkB inh
O=C(CN1CCCC(O)C1)N1c2ccccc2Sc2ccc(C(F)(F)F)cc21 (stereo unspecified) as listed: 18, -22, 14, -8, 11, 8, 7, -3, -3, 5, -14
COC(=O)C1=C(C(=O)OC)[C@]2([C@H]3CC=CCN[C@@H](Cc4ccccc4)C(=O)N3Cc3ccccc3)C=C[C@H]1O2 as listed: -2, 32, 20, 8, 13, 18, -1, -22, 4, 4, 5

Remaining list, next part:
(13) CCOC(=O)C1CCN(S(=O)(=O)c2ccc(C)cc2)CC1
(14) COc1ccc(-c2ccc(C#N)c(SCC(=O)Nc3sc4c(c3C#N)CCC4)n2)cc1
(15) CNC(=O)C[C@H]1C(=O)N(C2CCCCC2)C[C@@H]1C
(16) COc1ccc(N2CCN(C(=O)CN(C)S(=O)(=O)c3cnc[nH]3)CC2)cc1
(17) CCOC(=O)CN1C(=O)CN(c2ccc(C)cc2)C1=O
(18) CCOc1ccc(NC(=O)CN(c2ccc(OC)cc2)S(=O)(=O)c2cccs2)cc1
Compound	13	14	15	16	17	18
NR5A2 inv ag	-4	-4	-9	4	-46	24
TWEAK Fn14 block	-9	-16	-3	4	-10	-3
CF NFkB inh	13	-9	-29	12	12	3
C8 TRAIL sens	-6	-13	-1	8	-6	12
NR2F2 inh	-2	0	0	7	-18	-10
Shn3 inh set2	4	6	-10	-5	-33	8
NCOA3 inh	7	10	5	21	-45	3
KKLEB cytotox	-22	-5	10	-4	4	-1
LMP1 NFkB inh	-36	5	9	1	-12	-6
NCOA1 inh	-14	-22	4	3	-40	-4
TROY NFkB inh	-11	-5	-1	13	-58	8

Given with two lines to a compound: entries from further up.
Under each structure – NR5A2 inv ag, TWEAK Fn14 block, CF NFkB inh, C8 TRAIL sens, NR2F2 inh, Shn3 inh set2, NCOA3 inh, KKLEB cytotox, LMP1 NFkB inh, NCOA1 inh, TROY NFkB inh
#10 O=C(CN1CCCC(O)C1)N1c2ccccc2Sc2ccc(C(F)(F)F)cc21 (stereo unspecified)
    18, -22, 14, -8, 11, 8, 7, -3, -3, 5, -14
#11 CN(CCC#N)C(=O)COC(=O)c1ccccc1OCc1ccccc1Cl
    3, 3, -1, -2, 8, 8, 1, 5, -5, -22, 2
#12 CCC(=O)N1CCC1(C)C(=O)Nc1ccccc1 (stereo unspecified)
    -1, -5, 2, -12, -6, -11, -9, 13, ., 2, 1
#13 CCOC(=O)C1CCN(S(=O)(=O)c2ccc(C)cc2)CC1
    -4, -9, 13, -6, -2, 4, 7, -22, -36, -14, -11
#14 COc1ccc(-c2ccc(C#N)c(SCC(=O)Nc3sc4c(c3C#N)CCC4)n2)cc1
    -4, -16, -9, -13, 0, 6, 10, -5, 5, -22, -5
#15 CNC(=O)C[C@H]1C(=O)N(C2CCCCC2)C[C@@H]1C
    -9, -3, -29, -1, 0, -10, 5, 10, 9, 4, -1
#16 COc1ccc(N2CCN(C(=O)CN(C)S(=O)(=O)c3cnc[nH]3)CC2)cc1
    4, 4, 12, 8, 7, -5, 21, -4, 1, 3, 13
#17 CCOC(=O)CN1C(=O)CN(c2ccc(C)cc2)C1=O
    -46, -10, 12, -6, -18, -33, -45, 4, -12, -40, -58
#18 CCOc1ccc(NC(=O)CN(c2ccc(OC)cc2)S(=O)(=O)c2cccs2)cc1
    24, -3, 3, 12, -10, 8, 3, -1, -6, -4, 8

(cont.)
(19) COc1cccc(NC(=S)N(CCCN2CCN(C)CC2)Cc2ccco2)c1
(20) CCOC(=O)c1ccccc1NC(=O)c1cn(CC)c2nc(C)ccc2c1=O
(21) Cc1cc(NC(=O)/C=C/c2ccccc2)no1
(22) O=C(c1cnccn1)N(c1ccccc1)C1(C(=O)NC2CCCCC2)CCCCC1
(23) CCOc1ccc(-c2c(C#N)c(N)nc3sc(C(=O)c4ccccc4)c(N)c23)cc1
(24) Cc1cccc(N2CN(Cc3cccnc3)CNC2=S)c1
Compound	19	20	21	22	23	24
NR5A2 inv ag	10	0	-140	-14	1	15
TWEAK Fn14 block	4	-3	-12	-17	76*	4
CF NFkB inh	-23	9	8	-3	12	-15
C8 TRAIL sens	-1	-9	25	-4	-5	4
NR2F2 inh	-4	-2	-46	-17	3	-4
Shn3 inh set2	-19	6	-21	14	19	-24
NCOA3 inh	9	10	-66	-16	3	-18
KKLEB cytotox	4	0	9	6	-31	7
LMP1 NFkB inh	-6	6	-9	0	8	1
NCOA1 inh	-21	-6	-71	1	-8	-72
TROY NFkB inh	0	-2	-57	20	89*	-3

(25) CN1CC(=O)N(CC(=O)Nc2ccc(Br)cc2F)C1=O
(26) Cc1ccc(S(=O)(=O)N/N=C/c2ccc(OCC(=O)N3CCOCC3)cc2)cc1
(27) Cc1cc2c(c(SCC(=O)N(C)c3ccccc3)n1)C(=O)OC2
(28) Cc1ccnc(NS(=O)(=O)c2ccc(NC(=O)C3CC=CCC3C(=O)O)cc2)n1 (stereo unspecified)
(29) O=C(CN1CCN(c2ccc(F)cc2)CC1)N(C1CCCC1)C1CCS(=O)(=O)C1 (stereo unspecified)
(30) COc1cc(C(=O)NCc2nnc(SCC(=O)N3CCCc4ccccc43)o2)cc(OC)c1OC
Compound	25	26	27	28	29	30
NR5A2 inv ag	29	-4	5	-4	-10	-17
TWEAK Fn14 block	-6	1	3	3	5	-1
CF NFkB inh	4	-15	-9	13	1	9
C8 TRAIL sens	-5	-3	4	-9	23	-5
NR2F2 inh	14	27	21	15	1	3
Shn3 inh set2	-3	8	-15	3	-5	12
NCOA3 inh	5	-12	9	7	4	4
KKLEB cytotox	12	-9	12	-5	-6	-4
LMP1 NFkB inh	-7	-8	-10	-4	1	-3
NCOA1 inh	-11	-6	-8	-15	-2	-24
TROY NFkB inh	-15	7	3	8	-2	3

(31) COC(=O)c1nnn(-c2ccc(Cl)c(Cl)c2)c1C(=O)OC
(32) O=C1CN(c2cc(Cl)cc(Cl)c2)C(=O)CN1/N=C/c1cccnc1
(33) CCOc1ccc2c(c1)OC(c1ccc(OC)cc1)(C(F)(F)F)NC2=O (stereo unspecified)
(34) Cc1cc(C)cc(C(=O)NC(CC(N)=O)c2ccc(N3CCC(Cc4ccccc4)CC3)c([N+](=O)[O-])c2)c1 (stereo unspecified)
(35) CC(C)OC(=O)c1ccc(COc2ccc3ccc(=O)oc3c2)o1
(36) CSc1ncc(CN2CCCCC2C(=O)Nc2ccc(Oc3ccccc3)nc2)cn1 (stereo unspecified)
Compound	31	32	33	34	35	36
NR5A2 inv ag	-4	5	-7	15	-8	-15
TWEAK Fn14 block	7	15	2	7	-32	-2
CF NFkB inh	4	-4	34	-10	-13	-12
C8 TRAIL sens	9	-5	13	35	8	-9
NR2F2 inh	16	-47	-36	8	-20	4
Shn3 inh set2	-15	-55	-7	20	-83	8
NCOA3 inh	2	0	-3	-8	-44	8
KKLEB cytotox	-1	-9	1	8	11	11
LMP1 NFkB inh	3	5	1	-1	1	-1
NCOA1 inh	15	-29	-9	12	-11	-1
TROY NFkB inh	-3	-21	-9	6	-26	10

(37) C[C@H](CO)N1C[C@H](C)[C@@H](CN(C)S(=O)(=O)c2ccc(Cl)cc2)Oc2ccc(NS(=O)(=O)c3ccccc3)cc2CC1=O
(38) O=C(COc1ccccc1)NNC(=S)NC(=O)c1ccccc1
(39) COCCN1C(=S)NC(c2cccc(C(F)(F)F)c2)C(C(=O)N2CCOCC2)=C1C (stereo unspecified)
(40) CC(C)N(c1ccccc1)c1ccc(NC(=O)COC(=O)CCN2C(=O)c3cccc([N+](=O)[O-])c3C2=O)cc1
Compound	37	38	39	40
NR5A2 inv ag	-23	-18	-5	8
TWEAK Fn14 block	6	1	6	-48
CF NFkB inh	34	-8	-4	-26
C8 TRAIL sens	0	-1	5	-5
NR2F2 inh	0	0	15	-6
Shn3 inh set2	-5	-15	1	-6
NCOA3 inh	-1	-3	4	6
KKLEB cytotox	-27	17	14	2
LMP1 NFkB inh	-7	-4	3	-1
NCOA1 inh	-3	-7	8	4
TROY NFkB inh	5	-6	-8	-1

High-throughput results as filed in PubChem BioAssay.
